UPR XBP1 act = adaptive UPR (XBP1) activation | AID 463104 | CHO-XBP1 luciferase reporter, IRE1-XBP1 UPR activation, luminescence; percent of tunicamycin response, DMSO as zero | 0.33% of 330,000 active | activation, % at 20 µM;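 active means versus positive control, 20 µM dose yields 30% or more activation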;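 further: 100% = tunicamycin at 10 µg/mL and 0% = DMSO only wells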
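Material: CHO-XBP1 cells stably carrying IRE1-XBP1-driven luciferase reporter / Amount: 1000 cells per well / Compound: 20 µM, 1% DMSO / Times: 6 h treatment, 37 °C / Detection: luciferase luminescence / Measure: % activation of reporter signal versus tunicamycin and DMSO controls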
tim10-1 inh = growth inhibitors of tim10-1 mutant yeast; S. cerevisiae tim10-1 ts strain growth, BacTiter-Glo, 24 h; inhibition, % at 20 µM; 2.2% of 330,000 active; AID 463190;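 active means inhibition of at least 40%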;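 further: mutant grown at 25 °C; 0% = DMSO wells with yeast and 100% = wells holding no yeast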
TIM10 inh = TIM10 yeast growth inhibition | S. cerevisiae TIM10 strain growth, BacTiter-Glo luminescence, 24 h | inhibition, % at 10 µM | 1.4% of 330,000 active | AID 463195;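 active means inhibition of 40% or more at the single tested concentration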;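 further: wild-type TIM10 isogenic control strain grown at permissive 25 °C; 0% = DMSO yeast wells and 100% = minimal medium wells without yeast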
697 NFkB inh = inhibitors of the PMA/ionomycin-induced NF-kB reporter in 697 B cells. 697 B-cell NF-kB luciferase reporter, 16 h. inhibition, % at 4 µM. 0.33% of 330,000 active. AID 435022; in the data active means inhibition above about 35%
Jurkat NFkB inh = inhibitors of the PMA/ionomycin-induced NF-kB reporter in Jurkat cells | inhibition, % at 4 µM | AID 435003 | 0.53% of 330,000 active | PMA/ionomycin-induced NF-kB luciferase reporter, luminescence; in the data active means inhibition above about 50%
Mdm2-MdmX inh = disrupts the human Mdm2-MdmX interaction; O15151+Q00987; inhibition, % at 8 µM; 3% of 330,000 active; SaOS-2 split-luciferase Mdm2/MdmX complementation, luminescence;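 active means inhibition of at least 50% at 8 µM in the primary screen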
Target sequence (O15151 whole entry, looked up): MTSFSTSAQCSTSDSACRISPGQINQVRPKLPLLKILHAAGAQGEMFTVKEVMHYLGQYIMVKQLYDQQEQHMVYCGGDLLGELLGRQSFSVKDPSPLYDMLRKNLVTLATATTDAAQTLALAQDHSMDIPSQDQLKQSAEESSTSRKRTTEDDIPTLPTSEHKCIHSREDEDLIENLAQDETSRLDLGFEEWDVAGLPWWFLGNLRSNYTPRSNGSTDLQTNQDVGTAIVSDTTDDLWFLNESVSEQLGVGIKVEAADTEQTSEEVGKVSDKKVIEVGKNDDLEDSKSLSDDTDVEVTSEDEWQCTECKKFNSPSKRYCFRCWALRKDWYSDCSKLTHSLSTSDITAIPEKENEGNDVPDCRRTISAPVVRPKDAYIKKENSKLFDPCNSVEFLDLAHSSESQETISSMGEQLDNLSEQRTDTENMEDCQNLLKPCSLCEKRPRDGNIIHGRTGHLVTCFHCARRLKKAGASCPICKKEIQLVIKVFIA
Target sequence (Q00987 whole entry, looked up): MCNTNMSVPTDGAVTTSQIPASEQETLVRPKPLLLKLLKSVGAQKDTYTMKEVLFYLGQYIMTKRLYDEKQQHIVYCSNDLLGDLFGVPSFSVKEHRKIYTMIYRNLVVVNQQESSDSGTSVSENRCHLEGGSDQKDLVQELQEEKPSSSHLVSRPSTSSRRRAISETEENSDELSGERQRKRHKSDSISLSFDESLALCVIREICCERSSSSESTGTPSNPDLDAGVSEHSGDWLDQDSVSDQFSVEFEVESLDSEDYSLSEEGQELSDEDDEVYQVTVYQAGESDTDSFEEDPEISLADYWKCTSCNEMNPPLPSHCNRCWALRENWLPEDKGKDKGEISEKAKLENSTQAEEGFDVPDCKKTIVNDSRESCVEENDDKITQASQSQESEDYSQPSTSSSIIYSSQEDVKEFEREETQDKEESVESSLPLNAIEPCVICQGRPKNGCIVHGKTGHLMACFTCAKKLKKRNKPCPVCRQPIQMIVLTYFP
tim23-1 inh = tim23-1 yeast growth inhibition | inhibition, % at 20 µM | S. cerevisiae tim23-1 growth, BacTiter-Glo luminescence, 24 h | 1.3% of 330,000 active;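 active means growth inhibition of the mutant yeast at or above 50%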;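 further: temperature-sensitive mutant grown at 25 °C; plate controls were DMSO-treated mutant yeast for no effect and medium wells lacking yeast for full effect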
CHOP UPR activ = apoptotic UPR (CHOP) activation. CHO-CHOP luciferase reporter, luminescence; percent of tunicamycin response over DMSO baseline. activation, % at 10 µM. 0.34% of 330,000 active. AID 449763;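 active means at 10 µM dose, activation of 40% or more, normalized to positive control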;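 further: 100% = tunicamycin at 10 µg/mL and 0% = DMSO alone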
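Evaluation: % reporter activation, DMSO baseline versus tunicamycin full activation; System: CHO-CHOP luciferase reporter cell line; Input: 500 cells/well; Incubation: 6 h compound treatment, 37 °C; Measured by: Steady-Glo luciferase luminescence; Dosing: one dose, 10 µM in 0.5% DMSO; Buffer or medium: F12 medium, 10% FBS; Benchmarks: positive tunicamycin 10 µg/mL, negative DMSO alone.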
Starred values were filed as active, the others as inactive.

SMILES	UPR XBP1 act	tim10-1 inh	TIM10 inh	697 NFkB inh	Jurkat NFkB inh	Mdm2-MdmX inh	tim23-1 inh	CHOP UPR activ
CC(=O)N1N=C2C3CCN(CC3)C2C1c1cccc2ccccc12 (configuration not stated)	-1	-7	-10	17	12	30	-10	1.9
Fc1ccccc1CNC1CN2CCC1CC2 (configuration not stated)	-1	-3	11	2	10	-12	5	2.0
CC(=NCCC1=CCCCC1)c1c(O)n(C)c(=O)n(C)c1=O	2	26	16	-8	10	-1	29	0.0
O=C1NC(=O)N(c2ccccc2)C(=O)/C1=C\c1ccc([N+](=O)[O-])o1	-2	-7	-18	-6	-3	16	12	-2.2
Cc1cc(OCc2nn[nH]n2)c2c3c(c(=O)oc2c1)CCCC3	-1	7	1	10	-2	-10	11	1.2
CC(C)c1ccc(-n2c(O)c(/C=N/N3CCOCC3)c(=O)[nH]c2=S)cc1	-3	3	19	2	-7	-7	6	0.3
CC(=O)c1ccc2c(c1)OCO2	-1	15	9	-23	-1	-4	21	0.8
COc1ccc(/C=C/C(=O)NC(=S)N2C[C@H]3C[C@H](C2)c2cccc(=O)n2C3)cc1	0	8	-4	24	8	-6	-2	0.4
COC(=O)C1=C(c2ccc(-c3ccccc3)c(F)c2)C[C@@H]2CC[C@H]1N2C(=O)NCCc1ccccc1	-3	24	5	-18	3	33	21	0.8
CC(C)(O)/C=C/C(=O)[C@](C)(O)C1[C@H](O)C[C@@]2(C)C3CC=C4C(C[C@H](O)[C@@H](O)C4(C)C)[C@]3(C)C(=O)C[C@]12C (some centres not stated)	-2	-16	0	41*	62*	98*	-9	4.2
CCN1CCN(C(=O)Cc2ccc(C)cc2)CC1	-2	-6	2	-6	-21	-7	6	5.6
CN(C)P(=S)(Nc1ccccc1)C(Cl)(Cl)Cl (configuration not stated)	-3	33	28	5	6	-1	27	0.3
C=CCN=C(SCC(=O)c1ccc(Cl)cc1)c1c(O)n(C)c(=O)n(C)c1=O	0	-13	-8	-17	-5	13	-1	0.3
O=C(c1ccc(Br)cc1)C12CN3CN(CN(C3)C1)C2	3	-9	-2	15	-4	12	9	1.4
Oc1ccc2c3c1O[C@H]1c4oc5ccccc5c4C[C@@]4(O)[C@@H](C2)N(CC2CC2)CC[C@]314	-7	14	0	9	21	22	11	-0.2

Quoted from the listing:
Value for `COC(=O)C1=C(c2ccc(-c3ccccc3)c(F)c2)C[C@@H]2CC[C@H]1N2C(=O)NCCc1ccccc1` under tim10-1 inh: 24
Value for `CC(=NCCC1=CCCCC1)c1c(O)n(C)c(=O)n(C)c1=O` under tim23-1 inh: 29

Next records
SMILES	UPR XBP1 act	tim10-1 inh	TIM10 inh	697 NFkB inh	Jurkat NFkB inh	Mdm2-MdmX inh	tim23-1 inh	CHOP UPR activ
c1ccc2cc(C3N4CCCN34)ccc2c1 (configuration not stated)	-1	-7	-4	7	-19	4	12	-0.7
O=C(COC(=O)Cc1ccccc1)Nc1ccc(F)cc1	-1	-7	1	15	5	3	7	-0.4
O=C(c1cccc([N+](=O)[O-])c1)C12CN3CN(CN(C3)C1)C2	0	-11	2	3	8	0	-4	0.7
CCc1cccc(C)c1NC(=S)N1CC2CC(C1)c1cccc(=O)n1C2 (configuration not stated)	-1	5	-14	13	1	19	8	-0.9
O=c1[nH]c(CN2CC=C(c3ccccc3)CC2)nc2cc(C(F)(F)F)ccc12	0	10	5	-3	8	-5	-6	-1.7
N#Cc1cc2c(nc1SCC(=O)Nc1cc(Cl)cc(Cl)c1)C1CCN2CC1	4	7	1	20	7	16	8	2.8
CCCCn1c(C)c(C(=O)OCC)c2c(CN3CCOCC3)c(O)ccc21	-1	1	1	-56	2	-35	11	0.0
CCOc1cc(C=C2C(=O)NC(=O)NC2=O)cc([N+](=O)[O-])c1O	0	-9	-6	-5	8	12	-19	-0.2
CCN(CC)CCCN=Cc1c(O)n(CCc2ccc(F)cc2)c(=O)[nH]c1=O	2	-3	-5	0	-10	16	4	-0.8
Nc1ccc2nonc2c1[N+](=O)[O-]	3	3	6	1	6	-11	0	-1.0
CC1(C)C(=O)C=C[C@]2(C)[C@H]3CC[C@@]4(C)[C@H](c5ccoc5)OC(=O)[C@H]5O[C@]54[C@]3(C)[C@H](O)C[C@@H]12	3	15	18	-58	-17	48	21	-0.8
O=C(c1cccn2c(=O)c3ccccc3nc12)N1CCC2(CC1)OCCO2	2	-1	-9	12	3	8	-7	-0.7
CN1CCN(/N=C/c2c[nH]c3ccccc23)CC1	0	21	8	11	-15	-22	12	-2.1
OC1(c2ccc(F)cc2)CC2CCC(C1)N2Cc1nnnn1C1CCCCC1 (configuration not stated)	8	25	18	-17	2	-37	21	3.1
Cc1nn(-c2ccccc2)c(C)c1NC(=O)COC(=O)Cc1ccccc1	0	12	17	18	9	6	10	0.9

A different layout for some results above:
> CCOc1cc(C=C2C(=O)NC(=O)NC2=O)cc([N+](=O)[O-])c1O
- UPR XBP1 act = 0
- tim10-1 inh = -9
- TIM10 inh = -6
- 697 NFkB inh = -5
- Jurkat NFkB inh = 8
- Mdm2-MdmX inh = 12
- tim23-1 inh = -19
- CHOP UPR activ = -0.2

> CCN(CC)CCCN=Cc1c(O)n(CCc2ccc(F)cc2)c(=O)[nH]c1=O
- UPR XBP1 act = 2
- tim10-1 inh = -3
- TIM10 inh = -5
- 697 NFkB inh = 0
- Jurkat NFkB inh = -10
- Mdm2-MdmX inh = 16
- tim23-1 inh = 4
- CHOP UPR activ = -0.8

(next part)
SMILES	UPR XBP1 act	tim10-1 inh	TIM10 inh	697 NFkB inh	Jurkat NFkB inh	Mdm2-MdmX inh	tim23-1 inh	CHOP UPR activ
O=C1CC(N2CCC(n3c(=O)[nH]c4ccccc43)CC2)C(=O)N1c1ccc(F)cc1 (configuration not stated)	2	15	11	13	6	-1	23	-1.7
CCCCc1ccc2[nH]cc(CCN)c2c1	1	5	6	11	38	17	17	-1.7
Cc1cc(Cl)ccc1C(=O)C1CCCN(C2CCSCC2)C1 (configuration not stated)	-2	-2	-35	-13	24	-5	-1	-1.7
Cn1c(O)c(/C=N/N2CCOCC2)c(=O)n(-c2ccccc2)c1=S	1	0	13	9	-10	30	8	0.3
CCCCC(CC)CNCC(O)c1ccccc1 (configuration not stated)	-3	-7	-20	2	-36	-1	24	-1.5
CCOP(=S)(OCC)C(O)CCCCCn1c(=O)c(F)cn(C2CCCO2)c1=O (configuration not stated)	0	2	-2	17	5	20	5	1.0
CCCC(=O)NC(Oc1ccc(Cl)cc1Cl)C(Cl)(Cl)Cl (configuration not stated)	1	-1	10	0	13	-19	6	0.2
Cc1cccc(NC(N)=S)c1	-4	19	19	1	5	-15	11	-0.2
O=C(COc1ccc2ccccc2c1)N1CCN(Cc2ccncc2)CC1	-2	25	16	-14	-8	-18	18	-0.5
COC(=O)C1=C(c2ccc(F)cc2F)C[C@@H]2CC[C@H]1N2C(=O)NC1CCCCC1	-3	3	6	17	-10	7	21	0.3
CCCCOc1ccc(CCN)cc1Cl	3	4	3	-5	-19	6	2	1.4
CC(C)n1c(O)c(C=NCc2ccccc2)c(=O)[nH]c1=S	0	22	28	11	14	8	18	0.8
CC(=NCCN1CCCCC1)c1c(O)n(-c2ccc(Cl)cc2)c(=O)[nH]c1=O	0	5	-10	9	-10	15	-12	1.8
CC1(C)C2([N+](=O)[O-])CNCC1([N+](=O)[O-])CNC2	-5	1	-2	10	3	7	-5	0.8
COc1cccc(CCNCc2c(F)cccc2F)c1	-1	-9	-4	-4	-4	30	-16	-0.1

An excerpt from above, limited to tim10-1 inh, tim23-1 inh and 697 NFkB inh:
structure	tim10-1 inh	tim23-1 inh	697 NFkB inh
Cn1c(O)c(/C=N/N2CCOCC2)c(=O)n(-c2ccccc2)c1=S	0	8	9
CCCCC(CC)CNCC(O)c1ccccc1 (configuration not stated)	-7	24	2
CCOP(=S)(OCC)C(O)CCCCCn1c(=O)c(F)cn(C2CCCO2)c1=O (configuration not stated)	2	5	17
CCCC(=O)NC(Oc1ccc(Cl)cc1Cl)C(Cl)(Cl)Cl (configuration not stated)	-1	6	0
Cc1cccc(NC(N)=S)c1	19	11	1
O=C(COc1ccc2ccccc2c1)N1CCN(Cc2ccncc2)CC1	25	18	-14

(more compounds)
SMILES	UPR XBP1 act	tim10-1 inh	TIM10 inh	697 NFkB inh	Jurkat NFkB inh	Mdm2-MdmX inh	tim23-1 inh	CHOP UPR activ
COc1ccc(-n2c(O)c(/C=C3\C=Nc4ccc(Br)cc43)c(=O)[nH]c2=O)cc1	7	23	-1	1	5	20	14	7.5
CCn1c(O)c(C=Nc2cc(Cl)ccc2Cl)c(=O)n(CC)c1=O	-1	8	9	7	-3	23	-5	-0.9
Clc1ccc(C[n+]2c(-c3ccccc3)cc(-c3ccccc3)cc2-c2ccccc2)cc1	2	45*	37	6	41	90*	31	20
C=Cc1ccc(Cn2c(C(=O)O)c(C=O)c3ccccc32)cc1	-5	4	1	-15	3	4	8	0.5
O=C1C2CCCN2C(c2cccnc2)N1c1nccs1 (configuration not stated)	4	7	6	12	1	-6	1	0.8
CCN(CC)c1ccc(CN(C)CCc2ccc(OC)c(OC)c2)cc1	4	4	-4	-3	-7	13	7	0.2
CCCCNC(=O)NC(C(N)=O)P(=O)(OCC)OCC (configuration not stated)	2	-9	-9	4	-6	11	2	-0.8
Cc1cccc(-n2c(/C=C/c3ccc([N+](=O)[O-])o3)nc3ccccc3c2=O)c1	12	57*	47*	-29	25	94*	27	43*
CCc1ccccc1N1C(=O)CC(=O)NC1=O	-4	2	7	-5	-4	-3	15	-0.5
Cc1c(C(=O)N2CCC3(CC2)OCCO3)oc2ccc(S(=O)(=O)N3CCOCC3)cc12	-1	12	5	13	8	7	-3	-0.6
Cc1c(C(=O)N2CCC3(CC2)OCCO3)sc2ncnc(N3CCc4ccccc4C3)c12	-5	17	20	-3	7	32	-4	-0.3
CCOC(=O)C1=C(N)OC2=C(C(=O)CCC2)C12C(=O)N1c3c(ccc(C)c32)C(C)=CC1(C)C (configuration not stated)	0	18	21	9	1	0	31	1.5
CCOC(=O)C(C)Oc1cc(C)cc2oc(=O)c3c(c12)CCCC3 (configuration not stated)	-2	-22	-4	6	8	31	16	-1.0
COc1ccccc1-n1c(-c2ccoc2)nc2ccccc2c1=O	-2	21	5	0	5	6	27	3.4
CC(C)(C)c1ccccc1O	-1	3	4	6	15	6	8	2.3
COC(=O)CC1(CC(=O)OC)C(=O)N(c2ccccc2)C(=O)N(c2ccccc2)C1=O	4	-2	20	16	-10	-1	16	-1.1
C[C@H]1CC[C@H]2NCCN[C@H]2C1	-1	-7	0	7	9	-2	-6	0.2
CCN1CCN(Cc2ccc(C)cc2C)CC1	-2	12	1	-10	18	3	11	-3.8
COc1ccc2c(c1)c(C(=O)C(C)N1CCCCC1)c(C)n2C (configuration not stated)	-3	21	-6	-1	-9	9	-9	-0.5

Not all compounds are listed. The share of hits here may be higher or lower than overall.
